# IDE act: boosts human insulin-degrading enzyme activity in HEK cells | P14735 | FAbeta-B cleavage, fluorescence polarization; 0% vehicle, 100% cell-free pure enzyme wells | activation, % at 5.96 µM | hit rate 0.073% among 340,000 | AID 493087;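 active = activation above the mean of all tested compounds plus 3 SD, set per screening campaign, cut at about 17% in these data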
# GalR3 antag: antagonists of human GalR3; O60755; HEK293 GalR3-CNG cAMP membrane potential fluorescence; galR3 body fused to GalR1 C-terminus; inhibition, % at 3 µM; hit rate 0.44% among 360,000; AID 651719;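 active = inhibition above the screen-wide average plus 3 SD, cut at about 13% in these data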;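 note: forskolin and galanin both at EC90 stimulate the cells; cAMP rise reported by CNG channel membrane potential dye signal; 0% = forskolin plus galanin with DMSO and 100% = forskolin alone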
# PHOSPHO1 inh: PHOSPHO1 (human) inhibition; recombinant PHOSPHO1, absorbance phosphatase assay; inhibition, % at 13.3 µM; hit rate 1.1% among 290,000; in the data active = inhibition above about 60%
# Target sequence (Q8TCT1 whole entry, looked up): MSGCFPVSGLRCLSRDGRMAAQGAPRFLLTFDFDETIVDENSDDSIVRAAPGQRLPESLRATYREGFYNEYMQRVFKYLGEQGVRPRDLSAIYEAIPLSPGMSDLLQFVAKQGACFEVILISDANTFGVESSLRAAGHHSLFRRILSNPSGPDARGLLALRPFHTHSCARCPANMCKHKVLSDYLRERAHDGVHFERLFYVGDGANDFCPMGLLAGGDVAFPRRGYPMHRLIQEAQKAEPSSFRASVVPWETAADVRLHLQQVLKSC
# IDE inh: inhibits human insulin-degrading enzyme in HEK cells; FAbetaB cleavage, fluorescence polarization; inhibition, % at 5.59 µM; hit rate 0.41% among 320,000; AID 434962;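 active = percent inhibition above the average of all tested compounds plus 3 SD, set per screening campaign, cut at about 16% in these data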;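 note: IDE supplied by intact live HEK cells; FP after avidin binding of uncleaved biotin substrate so inhibition keeps polarization high; 0% = DMSO wells and 100% = 60 µM reference IDE inhibitor Ii1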
# CHRM4 PAM: CHRM4 positive allosteric modulation; P08173; CHO-K1 hM4/Gqi5, Fluo-8 calcium fluorescence, ACh EC20; 0% = ACh EC20, 100% = maximal ACh; activation, % at 3 µM; hit rate 0.4% among 360,000; AID 624126;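 active = activation above its plate's cutoff, the mean activation of sample wells plus 3 SD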; note: some results filed as inactive read as strong as hits
# Target sequence (P08173 whole entry, looked up): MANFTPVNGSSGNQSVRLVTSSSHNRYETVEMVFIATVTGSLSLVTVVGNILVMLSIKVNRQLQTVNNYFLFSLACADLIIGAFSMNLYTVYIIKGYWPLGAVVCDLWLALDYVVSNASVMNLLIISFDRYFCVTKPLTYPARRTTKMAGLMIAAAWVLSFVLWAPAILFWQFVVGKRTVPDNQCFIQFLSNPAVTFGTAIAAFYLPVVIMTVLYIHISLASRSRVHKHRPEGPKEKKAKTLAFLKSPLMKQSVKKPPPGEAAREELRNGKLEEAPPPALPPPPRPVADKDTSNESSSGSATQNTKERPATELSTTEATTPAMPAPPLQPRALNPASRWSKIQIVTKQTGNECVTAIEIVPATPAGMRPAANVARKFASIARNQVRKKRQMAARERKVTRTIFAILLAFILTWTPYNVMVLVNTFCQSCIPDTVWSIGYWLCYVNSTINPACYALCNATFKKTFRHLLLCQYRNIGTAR
# p-CIP stab down: p/CIP protein destabilization. F442A p/CIP-EGFP cells, EGFP fluorescence, 16 h. decrease of EGFP signal, % at 10 µM. hit rate 0.01% among 290,000;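 active = EGFP signal decrease of at least 30% at 10 µM or well 3 SD below plate mean, unless failing retest; inactive = the rest, including hits failing retest or dose response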; note: some compounds called inactive have numbers as strong as hits; many of its hits are not listed in these tables
# CRFR2-BP ag: agonists of human CRF-binding protein/CRF-R2 receptor complex. HEK293 CRF-R2/CRF-BP, calcium dye fluorescence (FLIPR); percent of saturating CRF peptide response. activation, % at 13.2 µM. hit rate 0.46% among 350,000;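 active = activation of at least 50%, plus an integration ratio under a set limit after plate pattern correction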;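 note: plate controls were neutral control wells without compound for no effect and CRF at EC100 for full effect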
# CRFR2-BP antag: blocks CRF-induced signaling of the CRF-BP/CRF-R2 complex; HEK293 CRF-R2/CRF-BP, CRF-induced calcium fluorescence; inhibition, % at 11.8 µM; hit rate 0.59% among 350,000; AID 588475;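 active = inhibition of the ligand-induced calcium signal above about 50% at the single tested concentration, limit read from the data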
# MEKK3 PB1 HTS: raises or lowers MEK5 binding to the human MEKK3 PB1 domain; Q99759; bead-based flow cytometry, Alexa488-MEK5 binding to MEKK3; actives lie on both sides; 0 = blocked by unlabeled MEK5, 100 = vehicle; binding response (% of control), % at 10 µM; hit rate 1.4% among 290,000;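 active = binding response more than 3 SD above or below the average of its plate-row segment, actives on both sides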;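 note: Alexa488 bead fluorescence after subtracting the streptavidin-only scavenger bead signal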
# The depositor's hits bear a star; . = no result given. Rows are unselected; overall some 4.2% were active at least once.
# A first look, 3 compounds:
IDE act	GalR3 antag	PHOSPHO1 inh	IDE inh	CHRM4 PAM	p-CIP stab down	CRFR2-BP ag	CRFR2-BP antag	MEKK3 PB1 HTS	canonical_smiles
2	-5	-14	-4	-5	0	13	-24	92	Cc1onc(-c2ccccc2)c1C(=O)Nc1sc2c(c1C#N)CCC2
1	-5	11	5	4	-10	0.7	18	107	CC12C(=O)N(c3ccccc3C(=O)O)C(=O)C1C1C=CC2C1 (stereo unspecified)
2	-6	-3	6	1	-12	-0.1	-6	90	Cc1ccccc1Nc1nc(N)nc(CSc2nnnn2-c2ccccc2)n1

# Results, previewed entries included:
IDE act	GalR3 antag	PHOSPHO1 inh	IDE inh	CHRM4 PAM	p-CIP stab down	CRFR2-BP ag	CRFR2-BP antag	MEKK3 PB1 HTS	canonical_smiles
2	-5	-14	-4	-5	0	13	-24	92	Cc1onc(-c2ccccc2)c1C(=O)Nc1sc2c(c1C#N)CCC2
1	-5	11	5	4	-10	0.7	18	107	CC12C(=O)N(c3ccccc3C(=O)O)C(=O)C1C1C=CC2C1 (stereo unspecified)
2	-6	-3	6	1	-12	-0.1	-6	90	Cc1ccccc1Nc1nc(N)nc(CSc2nnnn2-c2ccccc2)n1
4	-4	14	3	-3	2	1.2	0	106	O=C(COc1cccc2ccccc12)N1CCN(c2ccccc2)CC1
4	-4	8	-2	1	5	-0.3	-14	87	CC(=O)Nc1ccccc1O
-2	-3	-15	5	-2	-8	1.9	46	102	COc1ccc(NC(=O)CSc2ccc(C)cc2)cc1
-6	-4	-14	2	-18	-13	-2.5	6	96	CCOCCCNS(=O)(=O)c1ccc(NC(=O)c2ccc([N+](=O)[O-])cc2Cl)cc1
-5	-5	19	0	2	5	0.7	21	105	Cc1cc2occ(CC(=O)NNC(=O)c3ccccc3)c2cc1C
3	-8	36	4	-4	3	0.4	-10	101	O=C(Cn1cnc2ccccc21)Nc1cccc([N+](=O)[O-])c1
-1	-1	22	-4	0	-19	-2.0	-8	99	CC(C)C1Nc2ccc(C(=O)NCc3ccco3)cc2NC1=O (stereo unspecified)
4	-3	14	2	-9	8	-2.1	3	99	CC(C)(C)NC(=O)/C(=C\C=C\c1ccccc1)NC(=O)c1ccc([N+](=O)[O-])cc1
4	2	-17	-1	7	-1	0.8	18	107	CCOc1cc(C(=O)O)cc(Cl)c1OC
-1	.	46	7	24	0	2.5	-33	.	CC(=O)Oc1ccc2c(c1)OC(c1ccccc1)CC21CC(C)(C)NC(=S)N1 (stereo unspecified)
3	-7	48	2	-7	0	-2.0	-5	101	Cc1ccc(CCNC(=O)C2CCN(S(=O)(=O)N3CCCCC3)CC2)cc1
-3	0	.	5	2	.	1.3	6	.	COc1cc(OC)cc(-c2c(C#Cc3ccsc3)c3cc(-c4ccc(OC)c(F)c4)ccc3n2C)c1
3	3	48	5	1	-6	-0.6	0	100	CN1CCN(C(=O)CCN2C(=O)/C(=C\c3ccccc3F)SC2=S)CC1
-2	-1	4	6	0	-8	0.0	-2	102	CC(=O)c1cccc(NC(=O)C2CCCN(S(=O)(=O)c3ccc(F)cc3)C2)c1 (stereo unspecified)
.	-8	14	3	.	-5	1.2	6	105	O=C(Cc1cc(=O)[nH][nH]1)N/N=C/c1ccccc1Cl
-1	1	43	-2	-1	1	1.5	-7	105	Cc1cc(NC(=O)CSc2nc(=O)cc(N)n2-c2ccc(F)cc2)no1
0	-3	.	-1	-2	-6	-0.6	-5	100	Cc1ccccc1NC(=O)CN1CCc2ccccc2C1
.	-8	32	2	-12	-13	-1.3	8	90	COc1cc(C2SCCS2)cc(Br)c1Oc1ncccc1[N+](=O)[O-]
0	2	6	4	15	1	1.2	-1	105	CCC(=O)N1CCc2cc(S(=O)(=O)NCCC(=O)Nc3ccccc3C)ccc21
0	-5	-27	1	-1	4	0.0	-8	100	O=C1CCCCC(=O)c2ccccc2N1
4	-2	15	2	4	0	-1.0	6	98	COC(=O)/C(C#N)=C/c1c(Oc2cccc(C)c2C)nc2ccccn2c1=O
.	-3	28	3	4	-16	-0.3	-60	98	N/C(=N\OC(=O)COc1cc(Cl)c(Cl)cc1Cl)c1ccccn1
-3	-12	1	7	-14	-7	-2.5	3	95	COC(=O)CSc1nnc(-c2ccc(S(=O)(=O)NCc3cccs3)cc2)o1
0	-5	.	.	2	-2	-1.1	10	96	Cn1cc([N+](=O)[O-])c(C(=O)NC2CCCC2)n1
4	2	38	-1	-3	7	-0.5	-8	100	Cn1ncc(Cl)c1C(=O)N1CCN(c2cccc(Cl)c2)CC1
3	-4	1	8	0	-6	1.4	14	94	Cn1ncc(Br)c1C(=O)N1CCN(C(=O)c2ccco2)CC1
1	-2	.	9	3	.	-0.8	8	.	O=C(NC(=S)N1CCOCC1)c1cn(-c2ccccc2)nc1-c1ccccc1

# Results in CRFR2-BP antag, CRFR2-BP ag and IDE inh (two entries from above):
SMILES | CRFR2-BP antag | CRFR2-BP ag | IDE inh
CC(=O)c1cccc(NC(=O)C2CCCN(S(=O)(=O)c3ccc(F)cc3)C2)c1 (stereo unspecified) | -2 | 0.0 | 6
Cn1ncc(Cl)c1C(=O)N1CCN(c2cccc(Cl)c2)CC1 | -8 | -0.5 | -1

# (further entries)
IDE act	GalR3 antag	PHOSPHO1 inh	IDE inh	CHRM4 PAM	p-CIP stab down	CRFR2-BP ag	CRFR2-BP antag	MEKK3 PB1 HTS	canonical_smiles
2	-3	-2	3	18	2	0.1	14	97	CCSc1nnc(NC(=O)COc2ccccc2)s1
0	-4	2	-3	8	12	-3.6	5	107	CC1(C)CC(=O)C(C=Nc2ccccc2)=C(O)C1
5	-8	24	-5	2	-4	-0.3	10	102	O=C(c1cc(-c2ccc3c(c2)OCO3)on1)N1CCCCC1
-1	1	-14	-1	-6	6	-5.7	13	.	Cc1noc2ncnc(Oc3ccc4ccccc4c3)c12
2	0	16	12	-2	-6	-2.7	6	94	O=S(=O)(NC1CC1)c1ccc(S(=O)(=O)N2CCC3(CC2)OCCO3)cc1
-1	-12	6	0	-8	10	-1.5	5	102	CCC(C)NC(=S)Nc1ccc2nc(N3CCOCC3)cc(C)c2c1 (stereo unspecified)
-4	-6	-17	-3	3	-9	-0.8	11	98	O=c1c(F)cn(C2CCCO2)c(=O)n1Cc1ccc(Cl)cc1 (stereo unspecified)
5	-5	-10	2	1	-3	-0.5	-3	96	O=S1(=O)CCC(NC(=S)N2CCCCC2)C1 (stereo unspecified)
4	-2	7	2	2	-2	-0.7	1	107	CN(C)C(=O)CNC(=O)C1CCCCC1
0	0	10	3	1	6	-0.8	11	111	Cc1cc(C)c2c(n1)SCC(=O)N2CC(=O)NCCC1=CCCCC1
2	-4	.	-1	-1	.	-0.1	7	101	COc1ccc([C@H]2/C=C\CN(Cc3ccc(N(C)C)cc3)[C@@H](C)C(=O)N2Cc2ccc(F)cc2)cc1
3	-4	15	-4	8	-4	-2.8	-5	100	Cc1ccc(/C=C2\SC(=S)N(CCCC(=O)Nc3ccccn3)C2=O)cc1
7	-2	45	-4	1	-11	-1.9	-1	97	CC(=O)NC1C(OCc2ccccc2)OC2COC(C)(C)OC2C1O (stereo unspecified)
0	2	-14	-8	6	-6	-3.5	7	105	CCC1(C)Nc2ccccc2C(=O)N1O (stereo unspecified)
.	.	-1	.	-1	11	.	.	112	O=C(CSc1nc2c(cnn2-c2ccc(F)cc2)c(=O)[nH]1)N1N=C(c2cccs2)CC1c1ccc(F)cc1 (stereo unspecified)
-1	-3	-3	3	-17	-10	-0.8	-9	101	O=C(C1=NN[C@@H]2C(=O)N(c3ccccc3C(F)(F)F)C(=O)[C@H]12)C(c1ccccc1)c1ccccc1
-1	3	32	-1	-5	0	1.4	4	102	CCOc1ccccc1NC(=O)C1CCN(C(=O)Cc2ccccc2)CC1
4	-10	.	-3	-14	1	-1.3	-1	105	COC(=O)c1ccc(CN2CCCC(CO)(Cc3ccc(F)cc3F)C2)cc1 (stereo unspecified)
-1	10	-5	3	5	4	-4.7	8	112	C=CCNC(=S)NNC(=O)CSc1nc2ccccc2s1
6	3	-2	7	-11	-5	-1.0	8	100	COc1ccc(NC(=O)CSc2ccc(NC(C)=O)cc2)cc1S(=O)(=O)N1CCCCC1
-1	-8	12	13	6	0	2.0	-11	104	Cn1nnc(NC(=S)NC(=O)c2cc(Cl)ccc2Cl)n1
5	-1	9	0	3	-10	266*	-295	95	CCN(CC)c1ccc2cc(C(=O)NNC(=O)c3ccc(S(=O)(=O)N4CCCCC4)cc3)c(=O)oc2c1
.	-2	-21	8	-5	1	1.5	12	103	CSc1sc(C(=O)Nc2ccc(F)cc2F)c2c1C=CCC2
3	-2	.	1	4	.	1.4	-7	.	Cc1ccc(-c2nn(-c3ccccc3)cc2C(=O)NCC(c2cccs2)N2CCOCC2)cc1 (stereo unspecified)
7	-9	22	1	-7	-12	-1.9	21	97	COc1ccc(CNC(=O)C/C(C)=N/NC(=O)c2ccc(OC)cc2OC)cc1
1	-1	19	2	-3	0	-2.1	14	104	O=c1c2ccccc2ncn1-c1ccccc1F
4	-9	31	0	3	-9	0.9	10	103	CC(C)(C)c1ccc(Oc2coc3cc(OCC(=O)O)ccc3c2=O)cc1
-4	-3	-25	0	12	6	2.4	-8	99	CCCCc1nc(SCC(=O)Nc2ccc(S(N)(=O)=O)cc2)n[nH]1
6	-1	32	8	2	-3	-1.8	-2	95	CC(=O)Nc1cccc(N(C(=O)C2COc3ccccc3O2)C(C(=O)NC2CCCCC2)c2cn(C)nc2C)c1 (stereo unspecified)
-1	-4	19	-1	-1	-1	-0.5	5	111	CCOc1ncccc1C(=O)OCC(=O)c1ccc(Cl)s1

# As a short view, part of the list above:
IDE act	GalR3 antag	PHOSPHO1 inh	IDE inh	CHRM4 PAM	p-CIP stab down	CRFR2-BP ag	CRFR2-BP antag	MEKK3 PB1 HTS	canonical_smiles
2	-5	-14	-4	-5	0	13	-24	92	Cc1onc(-c2ccccc2)c1C(=O)Nc1sc2c(c1C#N)CCC2
1	-5	11	5	4	-10	0.7	18	107	CC12C(=O)N(c3ccccc3C(=O)O)C(=O)C1C1C=CC2C1 (stereo unspecified)

# Going on with the list:
IDE act	GalR3 antag	PHOSPHO1 inh	IDE inh	CHRM4 PAM	p-CIP stab down	CRFR2-BP ag	CRFR2-BP antag	MEKK3 PB1 HTS	canonical_smiles
5	-1	20	9	-9	1	-1.2	-2	101	NC(=O)NOCc1cccc(Cl)c1
.	-6	.	.	11	.	0.5	5	.	CC(C)NC(=O)N(C)C[C@@H]1OCc2cnnn2CCCC(=O)N([C@@H](C)CO)C[C@H]1C
1	-5	40	6	12	-14	2.2	12	102	CCCOc1ccc(OC(=O)c2ccc(Br)o2)cc1
5	-5	15	-4	9	-7	-0.8	-11	98	CSc1cccc(NC(=O)c2ccccc2N(C)S(C)(=O)=O)c1

# Assay outcomes: PubChem, several laboratories
